# a7 integrin act – activators of alpha7 integrin expression for muscular dystrophy. alpha7betagal myoblasts, beta-gal FDG fluorescence, 48 h. Potency, µM (series often up to 38.3 µM), without a hit: at the highest dose activation, most hits filed as activators. 350,000 tested, 0.064% active;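 note: potency is the fitted concentration of half-maximal effect; 100% = response of the positive control SU9516; nearly all actives have a fitted effect of over 60% in size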
#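 alpha7betagal+/- myoblasts (passage 13, 250/well) treated 48 h at 37C with compounds at 1:260 dilution of DMSO stock. Lysed, then beta-galactosidase activity read as FDG fluorescence (ex 480/em 540) after 30 min, with pre-read for autofluorescence.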
# MLL CXXC-DNA inh – inhibitors of human MLL CXXC domain-DNA interaction. Q03164. MLL-CXXC / FITC-HOXA9 DNA fluorescence polarization. Potency, µM (doses to about 115 µM), for the others: at the top dose activity change, negative = inhibition, most hits filed as inhibitors. 290,000 tested, 0.037% active; active = well fitted inhibition curve with a large enough effect in the polarisation, with a control signal flat, not every such curve was filed as active; inconclusive = small, poorly fitted or top-dose-only effect, or effect the other way, or a change in a side signal; inactive = no such curve, though single readings can be large or run the other way; the % refers to the polarisation; note: potency is the fitted concentration of half-maximal effect
#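 Steps: dispense CXXC domain solution (7 uM) → pin compounds or unlabeled HOX-A9 DNA control → 5 min ambient → add FLSN-HOX-A9 solution (50 nM) → spin → 30 min ambient → fluorescence polarization. Tris pH 7.5/NaCl/DTT/BSA buffer.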
# p53 reactivator – re-activators of mutant p53; Potency, µM (doses to about 92.2 µM), inactives show at the top dose activity change, positive = activation, actives largely listed as activators; 320,000 tested, 0.063% active; AID 504706; H1299 p53-A138V BP100-luciferase reporter, luminescence, 24 h; note: potency is the fitted concentration of half-maximal effect; % of control where 0% means no effect; nearly all actives have a fitted effect of over 45% in size
#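 H1299 (p53-null), stable ts p53-A138V + BP100-Luc; 1000 cells/well, Opti-MEM/10% FBS; cpd 4 pt, 1:5; 24 h, 37 deg C, 5% CO2; detection reagent 10 min RT; luminescence.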
# TRPV1 ag – agonists of human vanilloid receptor 1 (TRPV1). TRPV1-expressing cells, Fluo-8 calcium influx, agonist mode. activation, % at 8.33 µM. 320,000 tested, 0.19% active. AID 540275; in the data active = activation above about 80%; inconclusive = between about 30% and that limit; note: 0% is about no effect
#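 TRPV1-expressing cells were cultured overnight at 35.5C and loaded with Fluo-8 calcium dye for 40 to 90 min at room temperature. After a 10 s baseline, compound was added and calcium influx was read kinetically for 3 min (ex 480/em 520 nm).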
# B2AR arrestin – recruits beta-arrestin to the human beta2-adrenergic receptor | 330,000 tested, 0.02% active | P07550 | beta-arrestin recruitment to beta2AR, cell-based reporter | Potency, µM (series often up to 46.1 µM), without a hit: at the highest dose activation, hits mostly activators;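 note: potency is the fitted concentration of half-maximal effect; 0% = DMSO controls and full agonism = EC100 isoproterenol or metaproterenol; nearly all actives have a fitted effect of over 65% in size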
# PTAP TSG101 blk – blocks PTAP/TSG101 interaction to inhibit HIV-1 budding; Fluorescence polarization, FITC-PTAP peptide / Tsg101 binding; Potency, µM (doses to about 115 µM), for inactives: at the top dose activity change, negative = inhibition, usual class: inhibitors; 340,000 tested, under 10 active; AID 493005; active = well fitted inhibition curve with a large enough effect in the main read-out, with a control signal flat, not every such curve was filed as active; inconclusive = small, poorly fitted or top-dose-only effect, or effect the other way, or a change in a side signal; inactive = no such curve, though single readings can be large or run the other way; note: potency is the fitted concentration of half-maximal effect; % of control where 0% means no effect
#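 Fluorescence polarization binding of Tsg101 binding domain (10 uM final) to FITC-labeled PTAP peptide (50 nM final) in HEPES pH 7.5 buffer with NaCl, Tween 20, EDTA, TCEP. Compounds added before peptide; binding 20 min at RT.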
# BRCA1 expr act – increases BRCA1 expression. 380,000 tested, 1.1% active. MCF7-BRCA1-FFLuc reporter, luminescence, 48 h; response scale: scaled: vehicle 0%, 10 µM genistein 100%. Potency, µM (doses to about 46.1 µM), for the others: top-dose activation, usual class: activators; note: potency is the fitted concentration of half-maximal effect; nearly all actives have a fitted effect of over 80% in size; some results filed as inactive show a strong effect at the top dose
#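 Activators of BRCA1 expression were detected as increased firefly luciferase luminescence in engineered MCF7 cells after 48 h compound incubation. Signals were scaled to genistein 10 microM as full activation.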
# A-T KAP1 phos – potential ataxia-telangiectasia treatments restoring KAP-1 phosphorylation; […] A-T fibroblasts, KAP-1 phosphorylation AlphaLISA; neocarzinostatin DNA damage 30 min before lysis; 320,000 tested, 0.19% active; Potency, µM (top dose mostly 57.5 µM), for inactives: top-dose activation, most hits filed as activators; note: potency is the fitted concentration of half-maximal effect; % of control where 0% means no effect; nearly all actives have a fitted effect of over 45% in size
#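 hTERT-immortalized A-T patient fibroblasts ([…]), 500 cells/well in OPTI-MEM, 1% FBS, got compounds for 60 min, then NCS for 30 min at 37C. Lysates were then assayed for phospho-KAP-1 by AlphaLISA (anti-pKAP1 donor, anti-KAP1 acceptor beads), 6 hr at 25C.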
# TCR activator – activators of T cell receptors | primary human leukocytes, anti-CD3, IL-2 HTRF, 48 h | Potency, µM (series often up to 9.22 µM), without a hit: at the highest dose activation of IL-2 secretion, hits mostly activators | 330,000 tested, under 10 active; note: % of control where 0% means no effect
#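 Readout: HTRF IL-2, Eu-cryptate/d2 antibody pair, 320nm excitation, 665nm emission. Stimulus: a-CD3 beads, no co-stimulation. Cells: primary human leukocytes. Exposure: 48 hr with compound.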
# ELG1 repair inh – blocks ELG1-dependent DNA repair in HEK293T cells | Potency, µM (highest dose often 46.1 µM), without a hit: at the top dose activity change, negative = inhibition, most hits filed as inhibitors | HEK293T ELG1-luciferase reporter, luminescence, 16 h; DNA damage induced by 5-fluorouridine | 330,000 tested, 2.3% active; note: potency is the fitted concentration of half-maximal effect; % is set by controls: 0 for no effect and ±100 for the full control effect; nearly all actives have a fitted effect of over 55% in size
#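 Quantitative HTS, concentration-response format. 2,000 cells/well co-treated with 5-fluorouridine and compound, 16 hr in 5% CO2 at 37 °C; ONE-Glo luminescence read after 30 min.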
# The depositor's hits bear a star; ? = inconclusive; . = no result given; & = joins results of further samples; [ ] = dose if it differs, or a comment. Unless noted, calls come from the whole dose curve; as a rule, active = well fitted curve in the direction sought with a large enough effect; inconclusive = small, poorly fitted or top-dose-only effect, or another doubt; inactive = no such curve, though single readings can be large; an effect the other way counts as inactive or inconclusive.
# The opening 2 records (preview)
# The line under a structure holds: a7 integrin act	MLL CXXC-DNA inh	p53 reactivator	TRPV1 ag	B2AR arrestin	PTAP TSG101 blk	BRCA1 expr act	A-T KAP1 phos	TCR activator	ELG1 repair inh
> COC(=O)C1=NN(C(=O)c2ccccc2)C(O)(c2ccc([N+](=O)[O-])cc2)C1 (centres undefined)
  ?	0%	10%	7	-0.5%	0%	-7%	20%	-3%	7%
> O=C(NCCNC(=O)c1ccccn1)c1ccccc1
  44%	?	3%	1	-1.4%	-1%	0%	13%	0%	0%

# This part in full, repeating the preview:
# The line under a structure holds: a7 integrin act	MLL CXXC-DNA inh	p53 reactivator	TRPV1 ag	B2AR arrestin	PTAP TSG101 blk	BRCA1 expr act	A-T KAP1 phos	TCR activator	ELG1 repair inh
> COC(=O)C1=NN(C(=O)c2ccccc2)C(O)(c2ccc([N+](=O)[O-])cc2)C1 (centres undefined)
  ?	0%	10%	7	-0.5%	0%	-7%	20%	-3%	7%
> O=C(NCCNC(=O)c1ccccn1)c1ccccc1
  44%	?	3%	1	-1.4%	-1%	0%	13%	0%	0%
> CCOc1ccc(NC(=O)CCS(=O)(=O)c2cccc3nsnc23)cc1
  -12%	2%	-9%	-1	-0.1%	-3%	5%	?	-3%	1%
> COc1ccccc1N(C)S(=O)(=O)c1ccc(C(=O)Nc2cc(F)ccc2C)cc1
  0%	.	-2%	.	5.8%	-10%	-33%	15%	1%[46.1 µM]	18µM*
> O=C(CSc1ccccc1)Nc1ccc2c(c1)OCCO2
  16%	1%	?	18	-0.6%	0%	-4%	7%	.	?
> O=C(COC(=O)/C=C/c1ccc(Cl)cc1Cl)NCc1ccco1
  2%	1%	7%	19	-0.1%	3%	8%	0%	2%	7%
> CC1CCC(C(=O)NC(C(=O)NCc2ccccn2)C(C)C)CC1 (centres undefined)
  0%	14%	-5%	-7	0.4%	-1%	1%	.	0%	2%
> Cc1ccc(N2CC(C(=O)Nc3nnc(SCC(N)=O)s3)CC2=O)cc1 (centres undefined)
  20%	1%	30%	3	-1.0%	-1%	-2%	1%	-5%	-5%
> N=c1sccn1CC(=O)Nc1ccc([N+](=O)[O-])cc1Cl
  2%	2%	0%	1	-0.3%	-6%	15%	3%	-1%	15%
> Cc1ccc(/C=N/NC(=O)c2ccc(C(=O)N/N=C/c3ccc(C)s3)o2)s1
  10%	0%	0%	2	0.3%	-7%	14%	0%	-9%	-6%
> CN(C(=O)CSc1nncc2ccccc12)C1CCCCC1
  -48%[inhibitor]	6%	?	6	-0.7%	0%	1%	-6%	3%	?
> CCN(CC)S(=O)(=O)c1cc(NC(=O)c2ccc(Br)s2)ccc1C
  ?	32%[activator]	-1%	83*	-0.2%	-3%	0%	4%	4%	?
> CC(=O)OC(C(=O)NC1CCCCC1)c1ccc(Cl)c(Cl)c1 (centres undefined)
  0%	-1%	-3%	?	0.6%	-1%	-24%	3%	2%	-3%
> COc1ccc(OC)c(-n2c(SCC(=O)N3CCc4ccccc43)nc3c(c2=O)SCC3)c1
  -27%	-4%	8%	1	-1.0%	0%	-22%	4%	-3%[46.1 µM]	?
> CN1C(=O)CC(c2cn(Cc3ccccc3)c3ccccc23)C1=O (centres undefined)
  -10%	-1%	-2%	-1	-0.3%	3%	-16%	16%	-3%	7%
> CN(C)C(=O)CCc1ccc2c3c([nH]c2c1)[C@]1(CCc2ccccc2)[C@@H](C(=O)N2CCCCC2)C[C@H](CC(=O)NCc2ccco2)C(=O)N1CC3
  -6%	.	3%	.	0.8%	-4%	-24%	5%	-5%[46.1 µM]	12%
> O=C1NC(c2ccc(O)cc2)Nc2ccccc21 (centres undefined)
  -22%	34%[activator]	.	-2	-0.7%	0%	-48%	-7%	.	2%
> O=C(NC1CC1)C1=C[C@@H](c2csc3ccccc23)C[C@@H](OCCCCO)O1
  -14%	-1%	-4%	6	-0.3%	-1%	-5%	13%	3%	16%
> C/C(=N\NC(=O)c1nnn(-c2nonc2N)c1C(C)C)c1ccncc1
  -11%	-13%	-4%	16	0.1%	2%	-23%	9%	3%	8%
> CCC(C)OC(=O)C1=C(C)O[C@]23OC(N)=C(C#N)[C@]12C(=O)c1ccccc13 (some centres undefined)
  5%	-4%	-14%	-7	-0.3%	-2%	-19%	3%	-3%[46.1 µM]	3%
> COc1cc(/C=N/Nc2nc(=O)[nH]nc2C)cc(OC)c1O
  21%	111%[activator]	16%	-1	0.3%	-2%	22%	-9%	5%	6%
> CC(C)(C)N1CC(OC(N)=O)C1
  9%	-2%	4%	1	-0.2%	-3%	-5%	?	-1%	16%
> COc1cc(NC(=O)CN(C)S(=O)(=O)c2ccc(-c3ccc(=O)[nH]n3)s2)cc(OC)c1
  4%	2%	-5%	-6	-0.8%	-1%	0%	1%	-4%	?
> Cc1noc2ncc(C(=O)c3cc(F)ccc3O)cc12
  7%	7%	1%	0	-0.4%	0%	5%	.	9%	-1%
> CCN1CCN(C(=O)c2ccccc2N(Cc2ccccc2)S(=O)(=O)c2ccc(C)cc2)CC1
  -37%	7%	0%	16	-0.1%	-4%	-31%	.	0%	0%
> CSc1cccc(NS(=O)(=O)c2cc(Br)cnc2N)c1
  -9%	-3%	4%	23	0.2%	2%	0%	-1%	-3%	3%
> COc1ccc(CCNC(=O)CN(c2ccccc2OC)S(=O)(=O)c2ccc(C)cc2)cc1
  -28%	-12%	-6%	?	-0.5%	-1%	-31%&-29%	5%	-1%	?
> COc1cc(OC)cc(C(=O)N[C@H](C(=O)OCC(=O)Nc2cccc(F)c2)C(C)C)c1
  1%	3%	-7%	8	-0.3%	1%	-11%	-4%	-1%[46.1 µM]	?
> O=C(/C=C/c1ccc(Cl)cc1)N1CCN(Cc2ccccc2)CC1
  -3%	8%	3%	?	-0.7%	1%	21%	0%	3%	7%
> CS(=O)(=O)N(CC(=O)N1CCc2ccccc2C1)c1ccccc1Br
  0%	-6%	.	0	7.3%	-1%	0%	2%	-7%	5%
> Cc1ccc(-c2[nH]nc(N)c2N=Nc2cccc(Cl)c2C)cc1
  -47%[inhibitor]	-2%	-11%	5	-0.2%	-7%	-80%	-4%	-11%	?
> CN(CC1CCCN(CCc2ccc(Cl)cc2)C1)C(=O)c1ccco1 (centres undefined)
  3%	.	.	.	.	0%	-5%	.	-6%	.
> O=C(OCC(=O)N1CCOCC1)c1ccccc1OCc1ccccc1
  -26%	.	6%	10	-0.2%	-1%	30%	-1%	6%	?
> O=C1c2ccccc2C(=O)C12OC(c1ccccc1)C1(C(=O)c3ccccc3C1=O)C2c1ccc([N+](=O)[O-])cc1 (centres undefined)
  0%	.	.	.	.	-1%	-9%	.	-8%	.
> O=C(N/N=C\c1ccc(Sc2ccccn2)o1)c1cccc(F)c1
  -4%	13%	6%	2	0.1%	-2%	4%	0%	3%	1%
> COc1nc(NCCc2ccc(OC)c(OC)c2)nc(Nc2ccccc2)n1
  -28%	3%	.	?	-0.3%	-1%	43%	23%	2%	?
> CC(=O)Nc1ccc(Oc2nc(-c3cccnc3)nc3sc4c(c23)CCCC4)cc1
  -18%	.	.	.	.	-1%	0%	.	5%	.
> CCN1CCN(C(=O)CCc2nnc(CCc3ccccc3OC)o2)[C@@H](C)C1=O
  -8%	-2%	3%	-1	0.1%	-5%	1%	9%	4%	-3%
> CCOc1ccc(NS(=O)(=O)c2ccc(C(=O)N(C)CCc3ccc(OC)c(OC)c3)cc2)cc1
  0%	?	-3%	4	-1.0%	.	-20%	1%	-2%	?
> CC(C)N(Cc1nccn1C)C(=O)c1cc(COc2cccc(C(F)(F)F)c2)on1
  1%	14%	0%	-1	0.1%	-1%	-2%	9%	2%	-5%
> CCc1ccc(NC(=O)Cn2nnc(C(=O)NCc3ccc4c(c3)OCO4)c2N)cc1
  -53%[inhibitor]	-2%	8%	-1	0.4%	-3%	-1%	6%	-2%	?
> N/C(=N\OC(=O)c1ccc(Cl)c([N+](=O)[O-])c1)c1ccccn1
  0%	2%	?	?	0.0%	-4%	-1%	-3%	-5%	?
> CC(/C=C/c1ccccc1)=N/NC(=O)Cn1nnc(N)n1
  -5%	104%[activator]	-1%	-1	-0.8%	0%	0%	-5%	4%	-2%
> CCOc1ccccc1NC(=O)CCN(c1ccc(C)cc1)S(=O)(=O)c1ccccc1
  -28%	?	-3%	25	-0.5%	0%	-31%	5%	-4%	5%
> CN1c2ccc([N+](=O)[O-])cc2C(C)(C)C12C=Cc1cc(C(=O)O)ccc1O2 (centres undefined)
  -50%[inhibitor]	2%	-4%	0	0.3%	0%	-7%	-14%	-2%	17%
> O=C(COC(=O)c1ccco1)NC1CCCc2ccccc21 (centres undefined)
  2%	.	-4%	.	0.0%	-1%	-5%	0%	-2%	1%

# Source: PubChem BioAssay (National Center for Advancing Translational Sciences (NCATS))
